Assay outcomes (PubChem BioAssay)
ASM inhibitor = blocks human secretory acid sphingomyelinase; placental ASM, HMU-PC fluorogenic substrate, 60 min; Potency, µM (top dose mostly 57.5 µM), for inactives: at the top dose activity change, negative = inhibition, usual class: inhibitors; actives 0.006% (n = 340,000); also: potency is read from the fitted curve at half-maximal effect
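Human placenta-derived ASM preincubated with compound 10 min at room temperature, then reacted with 9 uM (final) fluorogenic HMU-PC substrate for 60 min at 37 C. Stop solution raises pH to 10; fluorescence read at Ex 386/Em 447 nm.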
Mito fusion yeast = mitochondrial division inhibition or fusion activation; S. cerevisiae fusion-defective mutant growth rescue, CellTiterGlo 48 h; Potency, µM (doses to about 46.1 µM), for the others: top-dose growth rescue (activation), usual class: activators; actives 0.23% (n = 320,000);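 also: potency is read from the fitted curve at half-maximal effect; % of control where 0% means no effect; nearly all actives have a fitted effect of over 45% in size; temperature-sensitive fusion mutants such as fzo1-1 at 37 °C on non-fermentable ethanol glycerol medium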
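S. cerevisiae fusion-defective temperature-sensitive mutants (e.g. fzo1-1, mgm1-5) grown 48 h at 37C in YPEG (ethanol/glycerol non-fermentable) medium with 23 nl compound per well; growth rescue read as CellTiterGlo luminescence.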
GALK inh = inhibitors of human galactokinase | P51570 | Purified GALK, Kinase-Glo residual ATP luminescence | Potency, µM (titrated, usually from 57.5 µM), for the others: at the top dose activity change, negative = inhibition, usual class: inhibitors | actives 0.007% (n = 270,000) | AID 1868; also: potency is read from the fitted curve at half-maximal effect; % is scaled to controls: 0 for no effect and ±100 for the full control effect
Target sequence (P51570 whole entry, looked up): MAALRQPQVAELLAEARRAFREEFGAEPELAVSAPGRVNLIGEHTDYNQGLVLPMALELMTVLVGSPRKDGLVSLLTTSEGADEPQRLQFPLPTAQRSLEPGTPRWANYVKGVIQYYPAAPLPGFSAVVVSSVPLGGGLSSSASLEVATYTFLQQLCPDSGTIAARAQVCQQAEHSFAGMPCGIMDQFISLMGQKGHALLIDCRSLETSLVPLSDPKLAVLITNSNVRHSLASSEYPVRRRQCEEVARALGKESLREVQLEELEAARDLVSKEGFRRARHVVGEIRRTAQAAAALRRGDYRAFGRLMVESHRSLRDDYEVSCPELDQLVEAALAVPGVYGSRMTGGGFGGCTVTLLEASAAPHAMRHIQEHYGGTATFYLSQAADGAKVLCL
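GALK at 5 nM final was combined with compound, 35 uM ATP and 100 uM galactose in HEPES pH8.0 with MgCl2 and DTT. The reaction ran one hour at room temperature before luminescent ATP detection.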
PKM2 activator = increases activity of human pyruvate kinase M2 | P14618 | purified PKM2, Kinase-Glo ATP luminescence, activation; response scale: 0% is enzyme alone, no compound | Potency, µM (top dose mostly 57.5 µM), inactives show at the top dose activation, most hits filed as activators | actives 0.34% (n = 260,000); also: potency is read from the fitted curve at half-maximal effect; % is scaled to controls: 0 for no effect and ±100 for the full control effect; nearly all actives have a fitted effect of over 55% in size
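hPK-M2, >95% pure; 0.1 mM ADP / 0.5 mM PEP final; imidazole pH7.2 buffer w/ 7 mM MgCl2, 50 mM KCl; 1 h RT; Kinase-Glo lum. Intermediate enzyme activity for dual inhibitor/activator qHTS.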
MBNL1 CUG block = blocks human MBNL1 binding to CUG repeat RNA | Q9NR56 | TR-FRET MBNL1-His/biotin-(CUG)12 binding, 665/545 ratio | Potency, µM (highest dose often 57.5 µM), for inactives: at the top dose activity change, negative = inhibition, hits mostly inhibitors | actives 0.036% (n = 280,000) | AID 2675; active = well fitted inhibition curve with a large enough effect in the signal ratio, with a control signal flat, not every such curve was filed as active; inconclusive = small, poorly fitted or top-dose-only effect, or effect the other way, or a change in a side signal; inactive = no such curve, though single readings can be large or run the other way; the % refers to the signal ratio; also: potency is read from the fitted curve at half-maximal effect; % is scaled to controls: 0 for no effect and ±100 for the full control effect
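TR-FRET between His-tagged MBNL1 and biotin-(CUG)12 RNA, detected with Tb anti-His antibody (0.055 ng/ul) and streptavidin-XL665 (5 nM), 60 min at room temperature. Compounds titrated 92 nM to 58 uM; 665/545 nm ratio normalized to buffer and complex controls.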
Menin-MLL TR inh = menin-MLL binding inhibition, Texas Red mutant peptide; O00255; Menin + Texas Red MLL mutant peptide, fluorescence polarization; Potency, µM (highest dose often 61.6 µM), for inactives: top-dose FP activity change, negative = inhibition, usual class: inhibitors; actives 0.23% (n = 270,000); AID 1768; active = well fitted inhibition curve with a large enough effect in the polarisation, with a control signal flat, not every such curve was filed as active; inconclusive = small, poorly fitted or top-dose-only effect, or effect the other way, or a change in a side signal; inactive = no such curve, though single readings can be large or run the other way; the % refers to the polarisation; also: potency is read from the fitted curve at half-maximal effect; % of control where 0% means no effect; many of its hits are not listed in these tables
Eya2 inh = Eya2 (human) phosphatase inhibition; recombinant Eya2, OMFP fluorescence dephosphorylation (OMFP is methylfluorescein phosphate); AID 488837; O00167; actives 0.006% (n = 330,000); Potency, µM (titrated, usually from 76.9 µM), for inactives: at the highest dose activity, negative = inhibition, hits mostly inhibitors; also: potency is read from the fitted curve at half-maximal effect; % is scaled to controls: 0 for no effect and ±100 for the full control effect
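Eya2 (0.2 uM) preincubated 10 min at ambient with compound, then OMFP substrate added at 50 uM; 10 min reaction in 50 mM HEPES pH 7.5, 50 mM NaCl, 5 uM MgCl2, 0.05% BSA, 1 mM DTT. Fluorescence read at Ex 485/Em 525 nm.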
KCNH2 WT inh = blocks the wildtype human KCNH2 potassium channel; Q12809; U2OS, BacMam KCNH2, thallium flux FluxOr; hits give low values; activity change, % at 1.84 µM; actives 0.37% (n = 340,000); AID 720551;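 active = maximum activity change below -70%; inconclusive = maximum activity change between -70% and -50%; inactive = maximum activity change above -50%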; also: % is scaled to controls: 0 for no effect and ±100 for the full control effect
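U2OS cells transduced with wild-type KCNH2 virus are loaded with FluxOr dye for 45 min, and thallium flux is measured in kinetic reads before and after stimulation buffer. Rate constants are normalized to DMSO controls.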
Chronic BCR inh = blocks chronic active B-cell receptor signaling; ABC-DLBCL IkBa-CBG/CBR reporter, luminescence ratio, 4 h; Potency, µM (titrated, usually from 46.1 µM), for inactives: at the highest dose ratio change, negative = lower green/red ratio, most hits filed as inhibitors; actives 0.05% (n = 340,000); active = well fitted inhibition curve with a large enough effect in the signal ratio, with a control signal flat, not every such curve was filed as active; inconclusive = small, poorly fitted or top-dose-only effect, or effect the other way, or a change in a side signal; the % refers to the signal ratio;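 also: potency is read from the fitted curve at half-maximal effect; plate controls were basal doxycycline-induced cells for no effect and cells given 10 µM MG132 for full effect; MG132 reads +100%, hits lower the ratio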
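Cell line TMD8 (human ABC DLBCL), stably expressing tet-inducible CBG68-IkBa fusion and CBR; IMDM/0.5% FBS; cpd up to 46 uM; dox induction, 4 h, 37C/5% CO2; dual luminescence; green/red ratio; MG132 control.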
TSHR antag = human thyrotropin receptor antagonism | P16473 | TSHR-expressing cells, TSH-stimulated cAMP HTRF, 2 h; hits give low values | activity change, negative = inhibition, % at 11.5 µM | actives 0.2% (n = 330,000) | AID 504810;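 active = activity change below a set negative limit, meaning inhibition stronger than a set level, cut at about -70% in these data; inconclusive = activity change between two set negative limits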; also: % is scaled to controls: 0 for no effect and ±100 for the full control effect
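TSHR-expressing cells were treated with compounds, then stimulated with TSH at EC80 (4nM final) for 2 hours at 37 deg C. Cellular cAMP was measured by HTRF competition between lysate cAMP and cAMP-d2 for a cryptate-labelled anti-cAMP antibody.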
USP2a block = USP2a (human) protease inhibition; O75604; USP2 core, Ub-CHOP2 coupled fluorogenic reporter, 485/531; Potency, µM (titrated, usually from 38.3 µM), without a hit: at the top dose activity change, negative = inhibition, usual class: inhibitors; actives 0.01% (n = 330,000); AID 463254;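 also: potency is read from the fitted curve at half-maximal effect; plate controls were DMSO wells for no effect and full inhibition by NEM control for full effect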
Target sequence (O75604 whole entry, looked up): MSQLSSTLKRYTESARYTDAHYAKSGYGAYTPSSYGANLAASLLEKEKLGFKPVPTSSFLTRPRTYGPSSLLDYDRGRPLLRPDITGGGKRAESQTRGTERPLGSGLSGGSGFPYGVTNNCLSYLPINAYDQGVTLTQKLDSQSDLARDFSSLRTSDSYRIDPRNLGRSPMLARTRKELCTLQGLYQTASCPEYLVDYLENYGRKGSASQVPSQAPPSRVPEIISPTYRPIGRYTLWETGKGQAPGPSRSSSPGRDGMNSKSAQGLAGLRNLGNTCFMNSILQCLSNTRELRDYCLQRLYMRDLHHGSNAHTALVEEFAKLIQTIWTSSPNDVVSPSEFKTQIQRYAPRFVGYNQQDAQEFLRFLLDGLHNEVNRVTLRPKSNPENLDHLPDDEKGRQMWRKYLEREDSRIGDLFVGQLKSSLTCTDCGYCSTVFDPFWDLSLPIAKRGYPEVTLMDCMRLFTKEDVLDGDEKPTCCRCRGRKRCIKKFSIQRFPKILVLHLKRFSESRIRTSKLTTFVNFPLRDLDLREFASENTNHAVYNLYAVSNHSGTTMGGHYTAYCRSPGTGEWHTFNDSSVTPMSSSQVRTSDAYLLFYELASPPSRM
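Deubiquitinase activity read as fluorescence (485/531 nm) after Ub-CHOP2 cleavage activates the enterokinase reporter on its substrate; USP2 core 10nM, Ub-CHOP2 and substrate 25nM each, 30min compound preincubation then 60min RT; data normalized to NEM, curves fitted.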
Numbers without * were called inactive; u = inconclusive; x = no result given; [ ] = remark or other dose. Unless noted, calls follow the shape of the dose curve; as a rule, active = well fitted curve in the direction sought with a large enough effect; inconclusive = small, poorly fitted or top-dose-only effect, or another doubt; inactive = no such curve, though single readings can be large; an effect the other way counts as inactive or inconclusive. Not all compounds are listed; count on the stated rates, not on these rows.

Every second line gives: KCNH2 WT inh	TSHR antag	ASM inhibitor	Mito fusion yeast	GALK inh	MBNL1 CUG block	Eya2 inh	USP2a block	Menin-MLL TR inh	Chronic BCR inh	PKM2 activator
> CCN(C(=O)CN1CCN(c2ccccc2O)CC1)c1c(N)n(Cc2ccccc2)c(=O)[nH]c1=O
  -7	9	0%	0%	0%	0%	-21%	2%	x	-20%	-7%
> CCO[C@H]1OC(C(=O)NC2CC2)=C[C@@H](c2ccccc2)[C@@H]1CCCO
  0	0	6%	3%	0%	-9%	5%	-10%	x	-6%	18%
> COc1cc(/C=C/C(O)=C/C(=O)/C=C/c2ccc(O)cc2)ccc1O
  -17	11	-24%	3%	x	x	11%	1%	x	u	x
> C=CCn1c(-c2ccc(F)cc2)n[nH]c1=S
  11	6	3%	1%	4%	-16%	6%	0%	9%	0%	-9%
> CCOC(=O)N1CCN(C(=O)c2cccn3c(=O)c4c5c(sc4nc23)CCCC5)CC1
  x	-6	84%[activator]	3%	4%	2%	-1%	3%	-12%	u	20%
> O=C(COC(=O)CNC(=O)c1cccc([N+](=O)[O-])c1)Nc1ccccc1OC(F)F
  x	-8	0%	0%	0%	u	3%	-1%	-1%	u	6%
> CN(C)c1ccc(C(=O)N2CCCC(N3CCN(Cc4ccc5c(c4)OCO5)CC3)C2)cc1 (stereo not drawn)
  13	17	-1%	-3%	-2%	-1%	20%	3%	x	7%	2%
> O=C(CN1C(=O)C(=O)N(C2CCCC2)C1=O)Nc1ccccc1OC(F)F
  -3	8	-3%	x	x	x	6%	4%	x	0%	x
> O=C(CS(=O)(=O)c1cn(Cc2cccc(F)c2)c2ccccc12)N1CCOCC1
  -18	-11	-2%	0%	-1%	-5%	8%	2%	10%	-1%	-3%
> COc1cc(/C=C/C(=O)OCC(=O)N2CCC(Cc3ccccc3)CC2)ccc1O
  -4	-3	105%[activator]	u	0%	x	-7%	-6%	5%	u	-1%
> CCC(CC)C(=O)N1CCCC(c2nc(-c3cccs3)no2)C1 (stereo not drawn)
  5	7	-2%	5%	-1%	-1%	-14%	4%	-18%	1%	2%
> O=C(CSc1ncnc2nc[nH]c12)c1ccc(Cl)cc1
  20	-7	-4%	0%	x	-9%	-4%	1%	15%	u	4%
> COc1cccc(CC2(CO)CCCN(Cc3sc(N4CCCC4)nc3Cl)C2)c1 (stereo not drawn)
  7	-10	7%	5%	1%	-4%	2%	3%	u	7%	-2%
> O=C(O)C1CCCN1c1ncccn1 (stereo not drawn)
  10	-2	2%	-2%	-1%	0%	-1%	-1%	22%	4%	5%
> COc1ccc(S(=O)(=O)Nc2cccc(C)c2C)c2cccnc12
  8	-4	2%	1%	0%	7%	-15%	-1%	9%	4%	x
> CCOC(=O)C1CCN(CC(=O)N(CC(C)C)c2c(N)n(CC(C)C)c(=O)[nH]c2=O)CC1
  4	-26	5%	2%	2%	x	-6%	-1%	-2%	3%	-9%
> CC(Nc1ccc(F)cc1)=[N+](C)CCNS(=O)(=O)c1ccc(Cl)cc1
  0	-2	2%	-4%	1%	-2%	3%	4%	x	-4%	-6%
> NS(=O)(=O)c1ccc(NS(=O)(=O)/C=C/c2ccccc2)cc1
  -5	16	-2%	1%	0%	3%	20%	-1%	12%	2%	-8%
> O=C(Nc1ccc(Cl)cc1)N(CCCN1CCOCC1)Cc1cccs1
  7	3	0%	1%	1%	-12%	-33%	-1%	9%	u	12%
> COc1ccc(C(C(=O)NC(C)(C)C)N(C[C@H]2CC[C@@H]([C@@H]3CC[C@H](CO)O3)O2)C(=O)c2ccccc2)cc1 (stereo partly drawn)
  -1	1	9%	x	x	x	0%	-1%	x	2%	x
> CCCCC(=O)Nc1ccc2c(c1)nc1n2CCOC1
  -1	-4	-5%	6%	6%	-10%	2%	1%	1%	-1%	-4%
> CC(=O)c1cccc(NC(=O)CN(C2CCCCC2)S(C)(=O)=O)c1
  -10	23	-1%	8%	1%	-1%	-22%	0%	-19%	-21%	u
> Cc1cc(C)nc(SCc2nnc(SCC(=O)Nc3ccc(Cl)c(C(F)(F)F)c3)o2)n1
  -14	0	-19%	2%	-2%	3%	-2%	-1%	34%[activator]	u	12%
> O=C(Oc1ccc(Br)cc1)c1cccnc1
  -8	1	-2%	0%	-1%	-1%	9%	3%	11%	u	x
> CCCCCC1CCC(c2n[nH]c(=S)n2C)CC1 (stereo not drawn)
  -24	24	-2%	u	3%	-2%	-12%	-1%	u	u	-21%
> Cc1ccc(Sc2ncccc2C(=O)O)cc1
  4	1	0%	8%	0%	x	13%	-1%	-21%	5%	-3%
> CC(C)c1nnc(NC(=O)CSc2ccccc2)s1
  -4	13	-1%	-5%	-2%	3%	-1%	0%	x	u	2%
> Cc1cc(OC(=O)c2cccc(Br)c2)c([N+](=O)[O-])c(=O)[nH]1
  -2	1	-7%	-1%	x	-5%	11%	3%	-8%	-3%	-7%
> O=C1[C@@H]2Cc3c([nH]c4ccccc34)[C@@H](c3ccccc3)N2C(=O)[C@@H]2Cc3c([nH]c4ccccc34)[C@@H](c3ccccc3)N12
  x	4	x	1%	x	-14%	-2%	0%	-15%	4%	-4%
> S=C(Nc1ccc(Cl)cc1)NC1CCCCC1
  4	-13	0%	-4%	-5%	x	9%	-2%	x	u	3%
> CC(C)(C)N(Cc1ccccc1)C(=O)COC(=O)Cn1cnc2ccccc2c1=O
  -11	0	-1%	-3%	11%	-10%	-4%	-2%	-11%	5%	6%
> COc1cc(N(C(=O)Cc2cccs2)C(C(=O)NC2CCCCC2)c2cccc(OC)c2OC)ccc1-n1cnnn1 (stereo not drawn)
  -2	0	-2%	-3%	0%	x	-4%	0%	-9%	-7%	4%
> O=C(COC(=O)Cc1ccsc1)Nc1ccc(F)cc1Cl
  6	19	5%	0%	x	x	23%	1%	x	-1%	x
> CCOC(=O)c1cnn(-c2ccccc2)c1-n1cccc1
  -16	-8	0%	7%	-4%	-4%	5%	1%	-5%	18%	8%
> COc1cccc(CNCCSc2nnnn2C)c1OC
  3	-2	6%	-4%	-2%	-10%	-4%	-2%	0%	4%	0%
> Cc1cc(C)n2nc(C(=O)OCC(=O)c3cc(C)n(CC4CCCO4)c3C)nc2n1 (stereo not drawn)
  -2	-3	0%	-1%	-1%	-4%	0%	1%	-1%	u	-1%
> COc1ccc(N(CC(=O)Nc2ccc(S(=O)(=O)N3CCOCC3)cc2)S(=O)(=O)c2ccccc2)cc1
  -1	-7	-1%	-1%	2%	-9%	-11%	1%	-2%	2%	-3%

Part of the list above, as comma-separated lines:
structure,KCNH2 WT inh,TSHR antag,ASM inhibitor,Mito fusion yeast,GALK inh,MBNL1 CUG block,Eya2 inh,USP2a block,Menin-MLL TR inh,Chronic BCR inh,PKM2 activator
CCCCCC1CCC(c2n[nH]c(=S)n2C)CC1 (stereo not drawn),-24,24,-2%,u,3%,-2%,-12%,-1%,u,u,-21%
COc1cccc(CNCCSc2nnnn2C)c1OC,3,-2,6%,-4%,-2%,-10%,-4%,-2%,0%,4%,0%
